# Source: PubChem
# IL2 activator: activators of IL-2 | IL-2 activation reporter assay, cell-based qHTS; stimulated with anti-CD3/CD4/CD28 beads; in transgenic mouse T cells | activation, % (series mostly up to about 46 µM) | actives 0.065% (n = 360,000) | AID 652025; in the data active = activation above about 50%; inconclusive = mostly about 30% to 49%; note: 0% is about no effect
#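 Readout is EGFP and DsRed signal by fluorescent plate cytometry after 18 h at 37 degrees C. Transgenic mouse T cells (750/well) received compound for 60 min before bead stimulation (anti-CD3, anti-CD4, anti-CD28); memory T cells served as non-tolerant control.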
# GLP-1R inv ag: acts as inverse agonist at human GLP-1 receptor. AID 624417. actives 1.6% (n = 410,000). P43220. HEK293 GLP-1R CRE-luciferase, luminescence, 24 h; GLP-1R form is constitutively active. Potency, µM (highest dose often 38.3 µM), without a hit: top-dose activity change, negative = inhibition, most hits filed as inhibitors; note: potency is the fitted concentration of half-maximal effect; % is set by controls: 0 for no effect and ±100 for the full control effect; nearly all actives have a fitted effect of over 55% in size
#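 Readout was luciferase luminescence, measured 12 min after detection reagent at room temperature. Beforehand, GLP-1R reporter HEK293 cells had sat 12 h, then received compounds for 24 hr at 37 deg C.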
# HEK293 tox: cytotoxicity in counter-screen for GLP-1R inverse agonists; HEK293 cAMP-luciferase reporter cells, luminescence, 24 h; Potency, µM (series often up to 38.3 µM), without a hit: at the top dose activity change, negative = inhibition, usual class: inhibitors; actives 0.13% (n = 410,000);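 note: loss of luciferase light is scored as toxicity; potency is the fitted concentration of half-maximal effect; % is set by controls: 0 for no effect and ±100 for the full control effect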
#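 To flag toxic compounds, the library was rerun on cells for 24 hr at 37 deg C and 5% CO2. Viability-linked luminescence was captured 12 min after adding luciferase detection reagent.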
# GLP-1R agonist: activates the human GLP-1 receptor; P43220; HEK293 GLP-1R CRE-luciferase, luminescence, 4-6 h; cells express a hypersensitive GLP-1R form; actives 0.007% (n = 380,000); Potency, µM (series often up to 45.6 µM), for inactives: top-dose activation, most hits filed as activators; note: potency is the fitted concentration of half-maximal effect; % of control where 0% means no effect
# PLK1 PBD inh: PLK1 (human) polo-box domain binding inhibition; Plk1 PBD binding of FITC phosphopeptide, fluorescence polarization; P53350; actives 2.8% (n = 360,000); Potency, µM, inactives show max response, negative = inhibition, hits mostly inhibitors; note: potency is the fitted concentration of half-maximal effect; series mostly up to about 57 µM; % is set by controls: 0 for no effect and ±100 for the full control effect; nearly all actives have a fitted effect of over 65% in size
# PTHR1 agonist: PTHR1 (human) receptor agonism | HEK293 GP2 PTHR1 cells, GloSensor cAMP luminescence, 1 h | Potency, µM (titrated, usually from 115 µM), for the others: top-dose activation, most hits filed as activators | actives 0.075% (n = 410,000) | AID 743266; note: potency is the fitted concentration of half-maximal effect; nearly all actives have a fitted effect of over 55% in size; some results filed as inactive show a strong effect at the top dose; inactives centre near -15; many of its hits are not listed in these tables
# Target sequence (Q03431 whole entry, looked up): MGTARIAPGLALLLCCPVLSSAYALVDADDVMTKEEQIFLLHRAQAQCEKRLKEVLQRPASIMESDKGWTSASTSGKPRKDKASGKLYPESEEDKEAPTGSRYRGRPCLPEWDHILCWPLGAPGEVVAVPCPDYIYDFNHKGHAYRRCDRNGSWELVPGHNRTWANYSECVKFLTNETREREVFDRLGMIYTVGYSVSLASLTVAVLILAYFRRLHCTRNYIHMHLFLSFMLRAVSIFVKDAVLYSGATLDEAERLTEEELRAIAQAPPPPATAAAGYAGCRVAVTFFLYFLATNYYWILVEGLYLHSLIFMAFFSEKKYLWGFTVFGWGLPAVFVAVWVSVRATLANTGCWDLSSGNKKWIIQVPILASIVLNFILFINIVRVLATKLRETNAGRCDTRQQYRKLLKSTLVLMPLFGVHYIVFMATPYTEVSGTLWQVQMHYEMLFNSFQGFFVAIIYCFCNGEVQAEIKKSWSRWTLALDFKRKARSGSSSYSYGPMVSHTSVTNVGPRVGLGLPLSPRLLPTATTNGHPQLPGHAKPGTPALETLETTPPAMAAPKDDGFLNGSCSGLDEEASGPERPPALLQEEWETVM
#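 HEK-293-derived GP2 cells expressing PTHR1 and a GloSensor cAMP reporter, 3,000/well, plated overnight, given luciferin plus IBMX (each 0.5 mM as added) for 1 h at 37 °C, then compound for 1 h at 37 °C. Luminescence was read after 15 min at room temperature.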
# EPAC1 ag: activates human EPAC1 exchange factor; O95398; EPAC1 agonist qHTS, biochemical assay; response scale: 100% = response to 6.5 mM cAMP; actives 0.073% (n = 360,000); AID 720707; Potency, µM (doses to about 154 µM), inactives show at the highest dose activation, actives largely listed as activators; note: potency is the fitted concentration of half-maximal effect; nearly all actives have a fitted effect of over 60% in size
#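 Normalized to 6.5 mM cAMP, activity reflects EPAC1-catalysed release of BODIPY-GDP from Rap1B, followed kinetically over 30 min at 480 nm excitation, 540 nm emission. Reaction contained 100 nM EPAC1, 250 nM Rap1B-BODIPY-GDP, 50 uM GDP.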
# EPAC1 antag: blocks human EPAC1 exchange factor; EPAC1 GEF assay, Rap1b-BODIPY-GDP exchange fluorescence; Potency, µM (highest dose often 115 µM), for the others: at the top dose activity change, negative = inhibition, most hits filed as inhibitors; actives 0.14% (n = 360,000); AID 720709;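 note: potency is the fitted concentration of half-maximal effect; plate controls were vehicle for no effect and positive control for full effect; nearly all actives have a fitted effect of over 50% in size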
# PI5P4Ka inh: inhibitors of human PI5P4K alpha; P48426; PI5P4Kalpha enzyme, ADP-Glo luminescence, 60 min; active compounds read low; max response, %; actives 1.2% (n = 330,000); AID 652105; active = max response of -50% or lower; inconclusive = between -30% and -50%; inactive = -30% or higher; note: value at the top dose of about 77 µM; % is set by controls: 0 for no effect and ±100 for the full control effect
# Target sequence (P48426 whole entry, looked up): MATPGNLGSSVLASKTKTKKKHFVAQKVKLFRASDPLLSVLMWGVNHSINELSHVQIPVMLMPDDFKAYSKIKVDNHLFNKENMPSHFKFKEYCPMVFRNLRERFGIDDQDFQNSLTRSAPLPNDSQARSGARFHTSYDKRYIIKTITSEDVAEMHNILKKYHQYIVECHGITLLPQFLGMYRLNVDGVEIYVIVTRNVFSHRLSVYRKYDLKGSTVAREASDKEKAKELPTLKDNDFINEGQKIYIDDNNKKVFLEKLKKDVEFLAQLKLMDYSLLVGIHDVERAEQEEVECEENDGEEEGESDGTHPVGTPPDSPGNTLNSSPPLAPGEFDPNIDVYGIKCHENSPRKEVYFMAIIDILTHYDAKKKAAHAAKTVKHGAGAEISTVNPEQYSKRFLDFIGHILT
#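 Reactions run in 0.038 M HEPES pH 7.4, 0.28 mM EGTA, 0.1% CHAPS and 5% DMSO, with PI5P4Kalpha, substrate, compound and 5 microM ATP final, one hour at room temperature. Readout is ADP-Glo luminescence.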
# Active calls of the source: *; i = inactive; ? = inconclusive; nt = no result given; & = joins results of further samples; [ ] = dose if it differs, or a comment. Unless noted, calls come from the whole dose curve; as a rule, active = well fitted curve in the direction sought with a large enough effect; inconclusive = small, poorly fitted or top-dose-only effect, or another doubt; inactive = no such curve, though single readings can be large; an effect the other way counts as inactive or inconclusive.
SMILES,IL2 activator,GLP-1R inv ag,HEK293 tox,GLP-1R agonist,PLK1 PBD inh,PTHR1 agonist,EPAC1 ag,EPAC1 antag,PI5P4Ka inh
O=C(OCC(=O)N1CCCC1)c1cc(Cl)ccc1Cl,-0.7,18.5%,-1.0%,9.2%,-5.5%,-15.4%,11.6%,-23.4%,-3.2
O=C(O)CCc1nn2c3ccccc3n(CCN3CCCCC3)c2nc1=O,0.7,52.3%[activator],12.9%,18.1%,4.6%,-9.5%[57.5 µM],3.3%,-9.1%,nt
CC1CC(C)CN(C(=O)C(C)N2CCN(S(=O)(=O)c3ccccc3F)CC2)C1 (stereo not given),-0.5,?,-6.4%,15.8%,-4.0%,i,6.9%,0.5%,-1.5
O=C(C#Cc1ccccc1)c1ccc([N+](=O)[O-])cc1,-0.7,-24.3%,-13.3%,0.3%,0.474µM*,-17.3%,4.7%,?,-3.1
CC(C)Oc1ccc(S(=O)(=O)N2CCOCC2)cc1NC(=O)CC1CCCC1,-0.6,7.1%,2.3%,6.6%,-9.8%,-19.9%,0.1%,10.5%,-2.4
Cc1nn(C)c(C)c1/C=C(\C#N)C(N)=O,-0.6,8.3%,-3.2%,3.5%,-7.5%,-24.8%,14.3%,3.3%,-10.5
Cc1cc(O)ccc1N/C=C1\CCCC1=O,-0.6,29.6%,-1.0%,10.3%,-7.8%,i,-1.3%,-1.8%,-3.8
C#CCOC(=O)c1csc2nnsc12,-1.6,28.4%,2.8%,-3.3%,-2.5%,-4.0%[57.5 µM],-3.3%,11.7%,0.9
COc1ncc(-c2ccc(N3C(c4ccsc4)=Cc4ccc(F)cc4C3CC(C)=O)cc2)cn1 (stereo not given),-0.7,-27.2%,5.6%,-1.2%,-10.2%,-24.2%,6.5%,0.3%,6.0
CCc1ccc(NS(=O)(=O)c2cc3c4c(c2)CCN4C(=O)CC3)cc1,-0.3,20.0%,0.3%,10.3%,-4.7%,-13.1%,?,?,-7.0
CCCNC(=O)CCn1nc(-c2ccc(C)cc2)c2ccccc2c1=O,0.1,-8.6%&-70.7%,-6.4%&-20.2%,4.7%,5.5%,-18.3%,-7.9%,23.9%,-0.4
CCOC(=O)c1cc(C(=O)n2cc(Cl)cn2)nn1C,-0.6,21.2%,2.0%,-1.6%,-8.7%,-9.3%,-0.6%,1.8%,-0.5
Clc1ccc2nc(CSc3nnc4ccccn34)cn2c1,-0.2,?,10.9%,-20.5%,-10.7%,-3.6%,-0.5%,-2.2%,-11.9
CC(=O)/C(=C/c1ccccc1)C(=O)Nc1ccccc1C,-4.5,?,?,-7.1%,-20.6%,-57.6%[inhibitor],2.7%,-19.4%,0.4
Cc1cccc(/C=C2/Sc3ccc(C(=O)NCCN4CCCC4)cc3NC2=O)c1,-0.4,?,?,11.3%,-2.1%,-1.1%,2.2%,-11.3%,-12.4
COC(=O)C1=C(C)N(CCCC(=O)O)C(=O)NC1c1cc2c(cc1[N+](=O)[O-])OCO2 (stereo not given),0.1,15.2%,3.6%,4.2%,-22.4%,6.6%,2.9%,3.3%,-62.2*
O=C(Nc1ccccc1)c1n[nH]c(Cn2cncn2)n1,-3.2,4.3%,-7.7%,-6.2%,0.8%,i,-10.5%,-1.7%,-4.8
Cc1c(OCC(=O)N(C)C)ccc2c(-c3ccccc3)cc(=O)oc12,-0.5,5.2%,1.4%,25.0%,-7.6%,-0.2%,-4.0%,3.8%,-6.4
COc1cccc(NC(=O)Cn2c(=O)n(-c3ccccc3)c(=O)c3c2c2cc(OC)ccc2n3C)c1,nt,-3.8%,4.7%,-0.4%,nt,?,nt,nt,nt
Cc1ccnc2nc(C(=O)OCC(=O)NC3CCCC(C)C3C)nn12 (stereo not given),-5.3,?,-17.1%,-15.7%,-6.4%,?,-13.3%,-14.7%,-10.5
Cc1nn(C)c(NC(=O)c2ccc([N+](=O)[O-])cc2)c1Cl,-2.9,-9.6%,-11.1%,4.2%,-1.3%,-10.8%,1.1%,-5.6%,4.1
O=C(CN(Cc1ccccc1)C(=O)c1cccc([N+](=O)[O-])c1)Nc1c(Cl)cc(Cl)cc1Cl,0.1,2.3%,-1.6%,-4.3%,2.3%,-5.4%,-12.2%,-4.1%,1.4
COc1ccc(OCCN2CCC(C(=O)NC(c3ccc(Cl)cc3)c3cccnc3)CC2)cc1 (stereo not given),0.8,?,-13.6%,-6.5%,-5.4%,-16.6%,-5.4%,-10.3%,2.6
Cc1nc2ccc(S(=O)(=O)N(C)CC(=O)NC(C)c3ccccc3)cc2s1 (stereo not given),-4.7,3.8%,-13.5%,-3.0%,-14.5%,i,-12.8%,3.3%,-6.5
CCC1(C)CC(c2nc(-c3ccc(OC)cc3)cs2)CCS1 (stereo not given),-0.4,?,-13.6%,18.6%,-11.1%,-24.3%,-6.3%,3.1%,0.3

# Quoted at random: four compounds from above.
SMILES,IL2 activator,GLP-1R inv ag,HEK293 tox,GLP-1R agonist,PLK1 PBD inh,PTHR1 agonist,EPAC1 ag,EPAC1 antag,PI5P4Ka inh
CC1CC(C)CN(C(=O)C(C)N2CCN(S(=O)(=O)c3ccccc3F)CC2)C1 (stereo not given),-0.5,?,-6.4%,15.8%,-4.0%,i,6.9%,0.5%,-1.5
COc1ncc(-c2ccc(N3C(c4ccsc4)=Cc4ccc(F)cc4C3CC(C)=O)cc2)cn1 (stereo not given),-0.7,-27.2%,5.6%,-1.2%,-10.2%,-24.2%,6.5%,0.3%,6.0
Cc1cccc(/C=C2/Sc3ccc(C(=O)NCCN4CCCC4)cc3NC2=O)c1,-0.4,?,?,11.3%,-2.1%,-1.1%,2.2%,-11.3%,-12.4
CC(=O)/C(=C/c1ccccc1)C(=O)Nc1ccccc1C,-4.5,?,?,-7.1%,-20.6%,-57.6%[inhibitor],2.7%,-19.4%,0.4

# Further entries.
SMILES,IL2 activator,GLP-1R inv ag,HEK293 tox,GLP-1R agonist,PLK1 PBD inh,PTHR1 agonist,EPAC1 ag,EPAC1 antag,PI5P4Ka inh
CCOC(=O)c1cc2occc2n1CC(=O)Nc1ccc(OC)cc1OC,-1.5,0.0%,-24.3%,-2.3%,?,i,4.6%,-2.1%,nt
Cc1ccc(S(=O)(=O)N2CCN(S(=O)(=O)N3CCOCC3)CC2)c(C)c1,-3.0,6.8%,10.7%,0.6%,-7.4%,?,13.2%,-4.3%,nt
Cc1c(C(=O)N2CCCC2)nnn1-c1nonc1N,-2.9,4.6%,16.3%,-5.2%,-1.5%,i,0.8%,14.4%,6.5
Brc1cc(Br)c2nc3c(cc2c1)CCC3,-1.4,5.1%,2.6%,2.6%,5.5%,i,7.4%,-16.9%,-6.2
CCN(CC)C(=O)c1ccc(S(=O)(=O)c2ccccc2)cc1,-0.8,4.8%,-0.3%,11.0%,-4.5%,i,-7.8%,-5.1%,1.1
O=C(Nc1ccc(Br)cc1F)c1ccc2nsnc2c1,-2.2,14.0%,8.7%,0.7%,5.32µM*,21.4%,4.1%,-26.5%,-6.4
CCn1c(O)c(/C=N/n2cnnc2)sc1=S,1.3,0.0%,-8.5%,5.1%,-24.0%,-15.3%[57.5 µM],5.5%,-0.6%,-23.0
CCOC(=O)C(C)c1c(C)[nH]c(=S)[nH]c1=O (stereo not given),-0.6,0.6%,27.5%,11.2%,-5.9%,-18.5%[57.5 µM],4.4%,-10.3%,-6.3
Cc1ccc(C(=O)C2=C(O)C(=O)N(Cc3cccnc3)C2c2ccc(Cl)c(Cl)c2)o1 (stereo not given),-2.0,2.1%,-5.6%,0.4%,-20.2%,-21.6%,-8.3%,-2.4%,-10.5
Cc1ncc([N+](=O)[O-])n1Cc1ccccc1F,-3.4,12.2%,-11.0%,-1.0%,1.4%,i,-1.7%,10.0%,-3.4
CCN1CCN(CC(O)COc2ccc3c(c2)CCC3)CC1 (stereo not given),-0.1,-25.6%,-7.3%,-2.1%,0.4%,i,-6.1%,-13.6%,-1.1
CC1CN(C(NC(=O)c2ccccc2)C(Cl)(Cl)Cl)CC(C)O1 (stereo not given),0.0,-1.6%,-3.1%,-13.5%,-0.3%,i,4.1%,-6.8%,-1.0
COCCN(CCOC)S(=O)(=O)c1ccc(OC)cc1,2.1,-0.6%,2.5%,-1.1%,-8.1%,i,-9.5%,1.5%,2.0
CCN(CC)c1ccc(NC(=O)CCc2nnc3ccc(N4CCCC4)nn23)c(C)c1,-2.6,?,-5.1%,-0.9%,4.2%,i,-7.0%,-0.6%,7.9
c1ccc(OCc2nn3c(-c4cccnc4)nnc3s2)cc1,-1.7,0.0%,1.5%,1.8%,-1.2%,i,0.6%,2.6%,nt
COc1ccc(OC(=O)CN2C(=O)C3C4CCC(C4)C3C2=O)cc1 (stereo not given),-0.3,13.6%,3.7%,-4.5%,-0.8%,-0.9%,1.3%,-1.7%,-2.4
Cc1ccc(CS(=O)Cc2ccc(C(=O)N3CCN(c4ccccc4)CC3)o2)cc1 (stereo not given),1.3,-25.5%,-19.0%,1.4%,-5.3%,-17.2%,-12.6%,-5.5%,3.6
Cc1ccc(S(=O)(=O)N2C(=O)CCC2C(=O)O/N=C(\N)c2ccc([N+](=O)[O-])cc2)cc1 (stereo not given),-2.3,-5.3%,2.8%,-2.5%,-12.7%,-8.5%,11.0%,4.7%,0.0
Cc1cc(COC(=O)C2N3C(=O)[C@@H](NC(=O)COc4ccccc4)[C@H]3SC2(C)C)on1 (stereo not given in full),4.6,13.2%,10.0%,0.6%,-8.5%,i,4.3%,-29.2%,-1.5
CC(=O)O[C@]1(C(C)=O)CC[C@H]2[C@@H]3C=CC4=CC(=O)C=C[C@]4(C)[C@H]3CC[C@@]21C,-3.9,11.6%,0.5%,8.0%,1.6%,-16.7%,4.5%,-29.5%,5.9
COc1ccc(S(=O)(=O)NCC(=O)N(CC(=O)NCc2ccco2)C2CCCC2)cc1,-0.3,9.7%,3.5%,-0.4%,-2.0%,-22.8%,-0.8%,10.8%,11.5
CCCCC[n+]1ccn(-c2nc3ccccc3nc2[N-]S(=O)(=O)c2ccccc2)c1,0.8,0.9%,-1.2%,11.5%,-10.4%,23.0%,-5.7%,-14.9%,-5.5
COCCSc1nnc(NC(=O)c2ccco2)s1,0.6,1.1%,-1.6%,-34.5%,-10.2%,i,3.4%,-22.0%,-7.0

# An excerpt; the hit share may differ from the screen's.
